Screens from PubChem.
N370S GC mod: N370S glucocerebrosidase modulation, Gaucher chaperone candidate. actives 0.092% (n = 330,000). P04062. Potency, µM (series often up to 59.4 µM), for the others: at the top dose activity change, negative = inhibition, hits mostly inhibitors. N370S GC spleen homogenate, 4MU-glucoside fluorescence. AID 2101;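 further: 0% = full enzyme activity and -100% = no enzyme basal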
KAT2A inh: inhibitors of human GCN5L2 histone acetyltransferase; Potency, µM (doses to about 58.9 µM), inactives show at the top dose activity change, negative = inhibition, hits mostly inhibitors; AID 504327; actives 0.21% (n = 390,000); GCN5L2 HAT assay, ThioGlo1 CoA-SH fluorescence; Q92830
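Preincubate 20nM GCN5L2 with compound 15 min, RT → add 50uM ThioGlo1 + 75uM H3(1-25) + 70uM acetyl-CoA → read fluorescence 0 and 20 min. Primary qHTS; fluorescent artifacts likely.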
FEN1 inh: inhibitors of human flap endonuclease 1; P39748; Recombinant FEN1 flap cleavage, fluorescence, 15 min; Potency, µM (series often up to 114 µM), inactives show top-dose activity change, negative = inhibition, most hits filed as inhibitors; actives 0.35% (n = 390,000); AID 588795; further: nearly all actives have a fitted effect of over 65% in size
Target sequence (P39748 whole entry, looked up): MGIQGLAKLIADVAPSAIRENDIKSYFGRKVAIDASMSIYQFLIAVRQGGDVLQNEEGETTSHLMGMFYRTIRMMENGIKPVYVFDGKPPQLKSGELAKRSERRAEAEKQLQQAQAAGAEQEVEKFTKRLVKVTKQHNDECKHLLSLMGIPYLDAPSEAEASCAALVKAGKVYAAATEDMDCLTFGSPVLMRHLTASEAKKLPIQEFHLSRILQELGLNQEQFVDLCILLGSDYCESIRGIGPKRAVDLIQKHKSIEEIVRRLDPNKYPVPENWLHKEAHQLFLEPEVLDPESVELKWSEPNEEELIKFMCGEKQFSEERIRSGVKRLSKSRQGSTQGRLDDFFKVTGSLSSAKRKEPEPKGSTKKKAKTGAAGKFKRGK
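FEN1 at 10 nM, compound pretreatment for 15 min (room temperature), 50 nM final substrate to initiate; endpoint reads at 0 and 15 min; DMSO-only plates used as vehicle background.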
* marks the source's active call; other numbers are inactive results; ? = inconclusive; . = no result given; & = joins results of further samples; [ ] = another dose, or the depositor's remark. The call rests on the fitted dose curve; in most records, active means well fitted curve in the direction sought with a large enough effect; inconclusive means small, poorly fitted or top-dose-only effect, or another doubt; inactive means no such curve, though single readings can be large; an effect the other way counts as inactive or inconclusive. Unless noted, on the % scale 0 is the no-effect control and ±100 the full control effect; potency means the concentration at half of the fitted maximal effect.

1) COC(=O)C(CCSC)NC(=O)CNS(=O)(=O)c1ccc(Br)cc1 (stereo not drawn)
2) O=C(c1csc2ccccc12)n1cccn1
3) COCCNC(=O)c1ccc(C)c(S(=O)(=O)Nc2ccc(C)cc2)c1
4) COc1cc(/C=C2/C(=N)N3OC(C)=CC3=NC2=O)ccc1OCCOc1ccc(C)cc1
5) COc1ccccc1CNC(=O)COC(=O)CNS(=O)(=O)c1ccc(C)cc1
Compound | 1 | 2 | 3 | 4 | 5
N370S GC mod | 0.0% | 19.6% | ? | 2.4% | -2.0%
KAT2A inh | -0.1% | -2.7% | -2.9% | -8.6% | 1.3%
FEN1 inh | 6.6% | -14.2% | -4.1% | -4.7% | 1.6%

6) O=C1C(=O)N(CNc2cccnc2)c2ccccc21
7) COCCn1c(Cc2ccccc2)nnc1SCc1nc2ccccc2c(=O)[nH]1
8) Cc1ccc(NC(=O)CN(C)C(=O)CSc2nnc(NC(C)C)s2)cc1
9) Cc1ccc(S(=O)(=O)Oc2cc(N)c3c(n2)CCC3)cc1
10) CSc1nnc(C2CCCN(CC(=O)Nc3ccccc3N3CCOCC3)C2)n1C(C)C (stereo not drawn)
Compound | 6 | 7 | 8 | 9 | 10
N370S GC mod | 3.9% | . | -28.1% | 2.3% | 3.6%
KAT2A inh | 5.5% | -6.5% | -4.1% | -3.4% | -0.5%
FEN1 inh | 0.9% | 7.4% | 1.8% | 12.7% | 2.4%

11) Cc1cccnc1NC(=O)CN1C(=O)c2ccccc2S1(=O)=O
12) Cc1sc2ncnc(SCC(=O)c3ccc(Cl)s3)c2c1C
13) O=C(Nc1ccc(S(=O)(=O)Nc2nccc(C3Cc4ccccc4C(=O)O3)n2)cc1)c1ccccc1 (stereo not drawn)
14) CC(C)OC(=O)C1Cc2ccccc2CN1S(=O)(=O)c1cccs1 (stereo not drawn)
15) CCOc1ccc(OCc2cccc(C(=O)N3CCCC3)c2)cc1
Compound | 11 | 12 | 13 | 14 | 15
N370S GC mod | 4.1% | 3.3% | ? | -1.2% | -2.7%
KAT2A inh | -2.4% | 1.4% | 0.3% | -8.5% | -6.5%
FEN1 inh | 0.6% | . | -15.1% | 5.5% | -1.6%

16) Cc1ccc(Cl)cc1NC(=O)Cn1c(=O)c(CNc2ccccc2)cc2cc3c(cc21)OCCO3
17) COc1cc(OC)c(N(C)C(=O)c2cc3c(s2)-c2ccccc2OC3)cc1Cl
18) COc1ccccc1-n1cc2c([N+](=O)[O-])cc([N+](=O)[O-])cc2n1
19) CCOc1ccc(NC(=O)CCNS(=O)(=O)c2cccs2)cc1
20) Cc1onc(-c2ccccc2Cl)c1C(=O)Nc1ccc(N2CCOCC2)cc1
Compound | 16 | 17 | 18 | 19 | 20
N370S GC mod | . | . | 2.3% | 10.2% | 7.2%
KAT2A inh | -13.6% | -10.1% | 3.4% | -7.6%&-8.6% | -5.8%
FEN1 inh | -6.3% | 2.3% | 30.1% | 15.3%&-5.4% | 5.7%

21) O=C(CCn1nnc2ccccc21)Nc1nnc(Cc2ccc(F)cc2)s1
22) CCCCn1c(N)c(N(CCOC)C(=O)c2cc3c(s2)CCC3)c(=O)[nH]c1=O
23) CCCCn1c(N)c(N(Cc2ccccc2OC)C(=O)COc2cc(C)ccc2Cl)c(=O)[nH]c1=O
24) Cc1nnc(SCC(=O)N2CCN(c3ccccc3)CC2)n1C1CC1
25) Cc1cccc(NC(=O)CCn2nc(-c3ccccc3)c3ccccc3c2=O)c1
Compound | 21 | 22 | 23 | 24 | 25
N370S GC mod | 15.5% | -2.2% | -6.9% | . | .
KAT2A inh | -0.9% | -10.1% | -6.0% | -1.8% | -2.1%
FEN1 inh | -7.0% | 3.1% | 1.2% | -1.1% | -7.2%

26) C=CCN1C(=O)C(CC(=O)Nc2ccccc2)S/C1=N/c1nccs1 (stereo not drawn)
27) CCN(CC(=O)Nc1ccccc1C(=O)OC)S(=O)(=O)c1ccccc1
28) COCCn1c(C)cc(O)c(C(c2ccccc2OC)N2CCN(c3ccccc3)CC2)c1=O (stereo not drawn)
29) CN(C)c1ncnc2ccc(-c3ccccc3C(F)(F)F)cc12
30) Cc1ccc(C)c(NC(=O)Cn2ncc3c(C)n(Cc4ccc(F)cc4)c(C)c3c2=O)c1
Compound | 26 | 27 | 28 | 29 | 30
N370S GC mod | -4.9% | 17.2% | . | -9.8% | .
KAT2A inh | -6.5% | -2.7% | -14.7% | -6.8% | -6.6%
FEN1 inh | -1.5% | -8.4% | -11.7% | . | 6.4%

Filtered by structure: those above containing an NH in an aromatic ring.
7) COCCn1c(Cc2ccccc2)nnc1SCc1nc2ccccc2c(=O)[nH]1
22) CCCCn1c(N)c(N(CCOC)C(=O)c2cc3c(s2)CCC3)c(=O)[nH]c1=O
23) CCCCn1c(N)c(N(Cc2ccccc2OC)C(=O)COc2cc(C)ccc2Cl)c(=O)[nH]c1=O
Compound | 7 | 22 | 23
N370S GC mod | . | -2.2% | -6.9%
KAT2A inh | -6.5% | -10.1% | -6.0%
FEN1 inh | 7.4% | 3.1% | 1.2%

(further entries)
31) O=C(Cn1c(=O)c2ccccc2n(CC(=O)Nc2ccc(F)cc2)c1=O)NCCc1ccccc1
32) CCN(CC(=O)Nc1ccc(NC(C)=O)cc1)C(=O)c1cccc(Oc2ccccc2)c1
33) CC1CCN(CC(C)OC(=O)c2ccc3c(c2)OCCO3)CC1 (stereo not drawn)
34) Cc1ccccc1-c1cncnc1Nc1ccc(F)cc1
35) COc1ccc(-n2ccnc(NCCc3ccc(Cl)cc3)c2=O)cc1OC
Compound | 31 | 32 | 33 | 34 | 35
N370S GC mod | . | 2.7% | -14.0% | -1.1% | .
KAT2A inh | 25.2% | -0.4% | -6.1% | -17.7% | -1.4%
FEN1 inh | 13.4% | -11.6% | 8.4% | . | 14.6%

36) CC(=O)Nc1c(C)ccc(CNC(=O)COc2cc(C)ccc2C)c1C
37) O=C(C1CCN(S(=O)(=O)c2cccs2)CC1)N1CCc2ccccc2C1
38) COCCNC(=O)CCCn1c(=O)c2ccccc2n(Cc2cccc([N+](=O)[O-])c2)c1=O
39) CCOC(=O)C1CCN(C(=O)c2cc(OCC)c(OCC)c(OCC)c2)CC1
40) Cc1cc(C)n(-c2nnc3n2N=C(c2c[nH]c4ccccc24)CS3)n1
Compound | 36 | 37 | 38 | 39 | 40
N370S GC mod | 6.2% | -0.1% | -3.9% | 18.4% | 19.6%
KAT2A inh | 1.3% | -18.2% | -0.3% | -1.3% | -6.0%
FEN1 inh | 4.9% | 5.2% | 22.2% | -1.0% | -11.0%

41) CCOc1ccc(S(=O)(=O)Nc2ccc3c(c2)OCO3)cc1
42) CCOc1ccc(NC(=O)c2ccccc2NC(=O)CN2CCN(C(C)=O)CC2)cc1
43) CCOCCCNC(=O)C(c1ccc(Cl)cc1)N1CCN(C(=O)c2ccco2)CC1 (stereo not drawn)
44) COc1ccccc1CCNC(=O)CSc1nc(=O)[nH]c2c1CCC2
45) O=C(Nc1scc(-c2ccc(F)cc2)c1C(=O)O)c1ccco1
Compound | 41 | 42 | 43 | 44 | 45
N370S GC mod | -6.3% | 4.1%[2.35 µM] | -8.1% | -10.2% | 13.8%
KAT2A inh | -3.7% | 1.8% | 2.9% | -6.9% | -26.5%
FEN1 inh | -11.6% | -1.9% | -4.1% | -4.3% | 13.8%

46) CCNC(=O)NC(=O)C(C)OC(=O)c1ccc(SC)cc1OC (stereo not drawn)
47) O=C(NC1C=CS(=O)(=O)C1)c1ccccc1 (stereo not drawn)
48) Cc1cc(NS(=O)(=O)c2ccc(NC(=O)Nc3ccc4c(c3)OCO4)cc2)no1
49) O=C(Nc1ncn[nH]1)c1cccc(S(=O)(=O)N2CCOCC2)c1
50) O=C(CCCO)c1ccc2c(c1)OCCO2
Compound | 46 | 47 | 48 | 49 | 50
N370S GC mod | -7.7% | 1.2% | -3.3% | -2.9% | 7.4%
KAT2A inh | -25.9% | -0.3% | 0.9% | 18.4% | .
FEN1 inh | -3.3% | -0.2% | -3.9% | -10.9% | 6.4%

Single records, from the list above. Values in the order: N370S GC mod, KAT2A inh, FEN1 inh
CCNC(=O)NC(=O)C(C)OC(=O)c1ccc(SC)cc1OC (stereo not drawn) in the list: -7.7%, -25.9%, -3.3%
O=C(CCCO)c1ccc2c(c1)OCCO2 in the list: 7.4%, ., 6.4%
O=C(Nc1ncn[nH]1)c1cccc(S(=O)(=O)N2CCOCC2)c1 in the list: -2.9%, 18.4%, -10.9%
O=C(NC1C=CS(=O)(=O)C1)c1ccccc1 (stereo not drawn) in the list: 1.2%, -0.3%, -0.2%

New compounds follow
51) O=C(NCC1CCCO1)c1ccccc1-c1nc(-c2ccccc2Cl)no1 (stereo not drawn)
52) Cn1nc(C(=O)NCc2ccccc2)c2ccccc2c1=O
53) CC1=C(C(=O)OCc2ccc3c(c2)OCO3)C(c2ccccc2OCc2ccccc2)NC(=O)N1 (stereo not drawn)
54) COc1ccc(CNC(=O)CCC(=O)Nc2nnc(C(C)C)s2)cc1
55) O=C(NCc1ccncc1)c1cc(C(=O)C2CC2)c[nH]1
Compound | 51 | 52 | 53 | 54 | 55
N370S GC mod | 3.1% | -0.1% | ? | 1.6% | 7.1%
KAT2A inh | -32.1% | -23.6% | -2.3% | 1.7% | -10.6%
FEN1 inh | 14.9% | 6.1% | -25.7% | -0.7% | -4.3%

56) CCOCCCNC(=O)c1ccc(CS(=O)(=O)Cc2ccccc2F)o1
57) COC(=O)c1[nH]c2cccc(OC)c2c1NC(=O)CN1CC(C)OC(C)C1 (stereo not drawn)
58) Cc1nn(CC(=O)OCC(=O)Nc2ccccc2[N+](=O)[O-])c(C)c1[N+](=O)[O-]
59) O=C(NCCc1ccccc1)C(=O)NCC(c1ccco1)N1CCOCC1 (stereo not drawn)
60) COc1ccc(-c2csc(NC(=O)Cc3ccccc3F)n2)cc1OC
Compound | 56 | 57 | 58 | 59 | 60
N370S GC mod | -1.7% | -0.3% | -9.5% | -1.2% | -4.0%
KAT2A inh | 0.9% | -1.1% | -0.5% | -8.8% | -5.4%
FEN1 inh | -1.6% | -2.4% | -2.5% | 2.5% | -6.9%

61) COCCN1C(=O)C(O)=C(C(=O)c2cccs2)C1c1ccccc1 (stereo not drawn)
62) COC(=O)c1sccc1OC(C)C(C)=O (stereo not drawn)
63) COc1ccc(S(=O)(=O)Oc2ccc3ccccc3c2)cc1
64) O=C(NCc1ccccc1Cl)C1CCN(c2cnccn2)CC1
65) Clc1ccc2c(c1)N=C(N1CCNCC1)c1ccccc1N2
Compound | 61 | 62 | 63 | 64 | 65
N370S GC mod | -3.9% | -17.2% | 3.7% | -5.5% | ?
KAT2A inh | -16.8% | 1.7% | -3.3% | -3.1% | -3.0%&-16.2%&-12.3%
FEN1 inh | 30.3% | -5.8% | 6.2% | 5.0% | .

66) O=C(N/N=C/C(Cl)=C/c1ccc([N+](=O)[O-])cc1)C(=O)Nc1ccc(C(=O)O)cc1
67) COc1ccc(NS(=O)(=O)c2ccc3c(c2)CC(C)N3C(C)=O)c(OC)c1 (stereo not drawn)
68) Cc1ccc(-n2c(C)cc(C)c(C#N)c2=O)cc1
69) CCC(C)NC(=O)Cc1ccc(NC(=O)N2CCCCc3ccccc32)cc1 (stereo not drawn)
70) CCCCCCN(C(=O)CCCCCN1C(=O)NC(c2ccc([N+](=O)[O-])cc2)C(C(=O)OCc2ccccc2)=C1C)C(C(=O)NCCCC)c1ccc(OCC(=O)OC)c(C(=O)OC)c1 (stereo not drawn)
Compound | 66 | 67 | 68 | 69 | 70
N370S GC mod | 5.4% | . | 2.2% | . | -3.0%&6.1%
KAT2A inh | -8.6% | -6.2% | -5.0% | 29.0% | -1.9%
FEN1 inh | -22.3% | -11.8% | -0.5% | -8.7% | .

71) O=C1NC(=O)C(c2ccccc2)(c2ccc(O)cc2)N1 (stereo not drawn)
72) CCCCC(C(=O)O)C(C)CC(=O)Nc1nncs1 (stereo not drawn)
73) Cc1cc(-c2nnc(CCC(=O)N(C)C(C)c3cccs3)o2)no1 (stereo not drawn)
74) Cc1ccc2c(=O)cc(C(=O)Nc3ccc(S(=O)(=O)Nc4ncccn4)cc3)oc2c1C
75) CCCN(CC(=O)Nc1cc(Cl)ccc1Cl)C(=O)c1ccc(N2CCCC2=O)cc1
76) COCCN(C(=O)CSc1nc2ccccc2c(=O)n1CC(C)C)c1c(N)n(Cc2ccccc2)c(=O)[nH]c1=O
77) CC(=O)Oc1ccc(C(=O)Nc2ccc(C3(C#N)CCCC3)cc2)cc1
Compound | 71 | 72 | 73 | 74 | 75 | 76 | 77
N370S GC mod | . | -3.3% | 5.8% | . | . | -18.2% | 1.8%
KAT2A inh | -2.5% | -4.7% | -8.7% | -3.6% | 1.8% | -11.9% | -11.9%
FEN1 inh | 1.1% | -4.5% | 15.2% | -4.7% | 2.2% | 6.1% | 2.1%

No enrichment for hits, and some 0.54% of all compounds hit somewhere here.
